Screening results: PubChem, National Center for Advancing Translational Sciences (NCATS)
FBPA coupling cs – qHTS Assay for Inhibitors of Fructose-1,6-bisphosphate Aldolase from Giardia Lamblia: Coupling assay counterscreen. coupling enzyme system counterscreen, AmpLite Red fluorescence. activity change, negative = inhibition, % at 58.2 µM, hits read low. 0.67% of 290,000 active. AID 2472, 2010; in the data active = activity change below about -30%
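Counterscreen lacking aldolase: glyceraldehyde-3-phosphate coupling-enzyme reagent preincubated 10 min at RT with compound (at 57.5 uM final), then substrate/coupling system with AmpLite Red added; fluorescence read at 525/598 nm after 20 min RT.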
GALK inh – qHTS Assay for Inhibitors of Human Galactokinase (GALK) | P51570 | Purified GALK, Kinase-Glo residual ATP luminescence | Potency, µM (top dose mostly 57.5 µM), for inactives: at the highest dose activity change, negative = inhibition, usual class: inhibitors | 0.007% of 270,000 active | AID 1868, 2009; note: potency is the fitted concentration of half-maximal effect
Target sequence (P51570 whole entry, looked up): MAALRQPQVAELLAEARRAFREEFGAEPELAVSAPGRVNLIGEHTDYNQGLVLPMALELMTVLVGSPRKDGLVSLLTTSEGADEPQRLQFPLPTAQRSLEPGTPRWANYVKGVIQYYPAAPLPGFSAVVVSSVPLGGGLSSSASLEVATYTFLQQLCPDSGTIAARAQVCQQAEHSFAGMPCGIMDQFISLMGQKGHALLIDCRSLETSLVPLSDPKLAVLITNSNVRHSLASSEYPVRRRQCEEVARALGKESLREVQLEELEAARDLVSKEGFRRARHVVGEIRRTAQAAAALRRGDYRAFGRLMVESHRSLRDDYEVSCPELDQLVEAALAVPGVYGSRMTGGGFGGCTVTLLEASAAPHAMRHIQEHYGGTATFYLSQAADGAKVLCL
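Quantitative HTS: GALK 5 nM, ATP 35 uM, galactose 100 uM, 1 h room temperature, then luciferase-based ATP detection.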
Giardia killer – Small Molecules that selectively kill Giardia lamblia: qHTS | Giardia lamblia trophozoite viability | 0.15% of 340,000 active | AID 540267, 2011 | activity change, % at 7.66 µM, hits read low; in the data active = activity change below about -80%; inconclusive = between about -30% and that limit;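 note: parasites exposed to compound for two days anaerobically before the ATP read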
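Anaerobic 48 hrs incubation at 37 deg C of 100 trophozoites/well with test compounds; ATPLite 1-Step luminescence, 15-30 min RT, reports cellular ATP as viability.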
hERG WT inh – qHTS for Inhibitors of KCHN2 3.1: Wildtype qHTS | Voltage-gated inwardly rectifying potassium channel KCNH2 (Homo sapiens), Q12809 | U2OS, BacMam KCNH2, thallium flux FluxOr; stronger effect = lower value | activity change, % at 1.84 µM | 0.37% of 340,000 active;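 active = maximum activity change below -70%; inconclusive = maximum activity change between -70% and -50%; inactive = maximum activity change above -50%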
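U2OS cells were transduced with wild-type KCNH2 virus (2.03 x 10^8 / mL) for 4 h at room temperature, then cultured overnight at 37 C. Thallium flux was read with FluxOr dye. Rate constants were normalized to DMSO controls.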
uPA surface inh – qHTS for Inhibitors of Cell Surface uPA Generation; Potency, µM (titrated, usually from 38.3 µM), for the others: at the top dose activity change, negative = inhibition, hits mostly inhibitors; cell surface uPA generation assay, qHTS; AID 540303, 2011; 0.31% of 330,000 active; active = well fitted inhibition curve with a large enough effect; inconclusive = small, poorly fitted or top-dose-only effect; inactive = no such curve, though single readings can be large or run the other way; tested in mouse RAW 264.7 cells; note: potency is the fitted concentration of half-maximal effect; nearly all actives have a fitted effect of over 55% in size
B2AR arrestin – qHTS assay of beta-arrestin-biased ligands of beta2-adrenergic receptor; 0.02% of 330,000 active; beta-arrestin recruitment to beta2AR, cell-based reporter; AID 492947, 2010; Beta-2 adrenergic receptor (Homo sapiens), P07550; Potency, µM (highest dose often 46.1 µM), inactives show at the top dose activation, most hits filed as activators;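 note: potency is the fitted concentration of half-maximal effect; 0% = DMSO controls and full agonism = EC100 isoproterenol or metaproterenol; nearly all actives have a fitted effect of over 65% in size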
PKM2 activator – qHTS Assay for Activators of Human Muscle isoform 2 Pyruvate Kinase; Pyruvate kinase PKM (Homo sapiens), P14618; purified PKM2, Kinase-Glo ATP luminescence, activation; response scale: 0% is enzyme alone, no compound; Potency, µM (titrated, usually from 57.5 µM), for the others: at the top dose activation, hits mostly activators; 0.34% of 260,000 active; AID 1631, 2009; note: potency is the fitted concentration of half-maximal effect; nearly all actives have a fitted effect of over 55% in size
Target sequence (P14618 whole entry, looked up, canonical isoform): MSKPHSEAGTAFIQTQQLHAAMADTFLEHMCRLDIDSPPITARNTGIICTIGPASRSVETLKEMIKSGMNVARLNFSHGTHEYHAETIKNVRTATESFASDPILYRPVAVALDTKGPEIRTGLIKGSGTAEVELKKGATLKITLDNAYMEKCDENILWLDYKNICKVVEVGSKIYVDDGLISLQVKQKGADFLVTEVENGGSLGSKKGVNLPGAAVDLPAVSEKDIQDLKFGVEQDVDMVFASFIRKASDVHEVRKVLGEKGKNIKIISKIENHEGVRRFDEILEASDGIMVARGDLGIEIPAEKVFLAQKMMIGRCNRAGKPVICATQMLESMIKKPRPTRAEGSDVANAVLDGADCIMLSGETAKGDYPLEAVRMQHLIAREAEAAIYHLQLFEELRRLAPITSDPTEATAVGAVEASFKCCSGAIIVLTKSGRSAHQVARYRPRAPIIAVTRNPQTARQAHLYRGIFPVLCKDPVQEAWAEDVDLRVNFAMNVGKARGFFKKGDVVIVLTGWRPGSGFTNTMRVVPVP
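Kinase-Glo luminescence reports ATP generated from ADP (0.1 mM) and PEP (0.5 mM) by purified hPK-M2 after 1 h at room temperature, pH 7.2 imidazole buffer; intermediate enzyme activity allows detecting inhibitors and activators.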
KCNH2 3.1 inh – qHTS for Inhibitors of KCHN2 3.1: Mutant qHTS | 0.95% of 340,000 active | U2OS KCNH2 3.1, thallium flux FluxOr; stronger effect = lower value | activity change, % (tested at about 1.8 µM) | Potassium voltage-gated channel subfamily H member 2, brain isoform KCNH2 3.1 (human);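 active = maximum activity change below -70%; inconclusive = maximum activity change from -70% to -50%; inactive = maximum activity change above -50%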;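 note: thallium influx rate constant from kinetic fluorescence after stimulation buffer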
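U2OS cells transduced with KCNH2 3.1 mutant virus (1.77 x 10^8 /mL, 4 h), plated overnight at 37 C, loaded 45 min with FluxOr dye plus Red40 quencher. Thallium flux rate constant from kinetic reads after stimulation buffer, normalised to controls.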
Eya2 inh – qHTS Assay for Inhibitors of the Phosphatase Activity of Eya2; Protein phosphatase EYA2 (Homo sapiens), O00167; recombinant Eya2, OMFP fluorescence dephosphorylation (OMFP is methylfluorescein phosphate); Potency, µM (highest dose often 76.9 µM), for the others: at the highest dose activity, negative = inhibition, actives largely listed as inhibitors; 0.006% of 330,000 active; note: potency is the fitted concentration of half-maximal effect
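Eya2 protein (added as 0.2 uM solution) was preincubated with compound for 10 min at ambient temperature in 50 mM HEPES pH 7.5, 50 mM NaCl, 5 uM MgCl2, 0.05% BSA, 1 mM DTT. OMFP (added at 50 uM) then reacted 10 min; fluorescence read at 485/525 nm.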
BCR signal inh – qHTS Assay to Find Inhibitors of Chronic Active B-Cell Receptor Signaling. ABC-DLBCL IkBa-CBG/CBR reporter, luminescence ratio, 4 h. Potency, µM (top dose mostly 46.1 µM), without a hit: at the top dose ratio change, negative = lower green/red ratio, hits mostly inhibitors. 0.05% of 340,000 active; active = well fitted inhibition curve with a large enough effect in the signal ratio, with a control signal flat, not every such curve was filed as active; inconclusive = small, poorly fitted or top-dose-only effect, or effect the other way, or a change in a side signal; the % refers to the signal ratio;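 note: potency is the fitted concentration of half-maximal effect; plate controls were basal doxycycline-induced cells for no effect and cells given 10 µM MG132 for full effect; MG132 reads +100%, hits lower the ratio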
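TMD8 ABC-DLBCL cells carrying doxycycline-inducible green luciferase fused to IkappaBalpha plus unfused red luciferase were exposed to compounds (up to 46 uM) for 4 hrs at 37C. Activity came from the overlap-corrected green/red luminescence ratio.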
USP2a inh – qHTS Assay for Inhibitors of Ubiquitin-specific Protease USP2a Using CHOP2 as the Reporter; Ubiquitin carboxyl-terminal hydrolase 2 (Homo sapiens), O75604; USP2 core, Ub-CHOP2 coupled fluorogenic reporter, 485/531; Potency, µM (top dose mostly 38.3 µM), for the others: at the highest dose activity change, negative = inhibition, usual class: inhibitors; AID 463254, 2010; 0.01% of 330,000 active;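 note: potency is the fitted concentration of half-maximal effect; plate controls were DMSO wells for no effect and full inhibition by NEM control for full effect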
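Cell-free coupled assay: 10nM USP2 core preincubated 30min RT with compound in Tris-HCl pH 8.0/CaCl2/CHAPS buffer, then 25nM Ub-CHOP2 and 25nM reporter substrate; fluorescence (Ex 485/Em 531) read after 60min RT, normalized to NEM inhibition, concentration-response curves fitted.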
Starred values were filed as active, the others as inactive; ? = inconclusive; · = no result given; [ ] = dose if it differs, or a comment. Unless noted, calls come from the whole dose curve; as a rule, active = well fitted curve in the direction sought with a large enough effect; inconclusive = small, poorly fitted or top-dose-only effect, or another doubt; inactive = no such curve, though single readings can be large; an effect the other way counts as inactive or inconclusive. Unless noted, % is set by controls: 0 for no effect and ±100 for the full control effect.

SMILES	FBPA coupling cs	GALK inh	Giardia killer	hERG WT inh	uPA surface inh	B2AR arrestin	PKM2 activator	KCNH2 3.1 inh	Eya2 inh	BCR signal inh	USP2a inh
CCOC(=O)c1ccc(NC(=O)NCc2ccn(CC)n2)cc1	1	2%	-11	2	·	-0.1%	-2%	7	-8%	4%	4%
COc1ccc(NC(=O)COC(=O)CCc2nc3ccccc3c(=O)[nH]2)c(OC)c1	·	·	-2	12	-12%	-0.6%	·	0	22%	?	2%
CCc1c(C(=O)NNC(=S)NCCc2ccccc2)csc1C	0	1%	15	3	4%	-0.6%	14%	-13	-6%	-22%	-4%
CC1(C)CC(=O)c2sc(NC(=O)Cc3cccs3)nc2C1	4	-6%	10	0	-1%	0.1%	-3%	12	-1%	22%	1%
COc1cccc(CC(=O)Nc2ccc(S(=O)(=O)N3CCCCC3)cc2)c1	·	·	-5	2	-5%	2.5%	·	-31	0%	-15%	-6%
Cc1cnc(C(=O)OCC(=O)N2C(C)CCCC2C)cn1 (stereo not given)	·	·	3	0	17%	-0.2%	·	-7	9%	9%	4%
O=C(/C=C/c1ccc(OCc2ccccc2)c(OCc2ccccc2)c1)c1cccnc1	9	-5%	5	0	-8%	0.0%	-7%	4	-3%	-2%	-8%
COc1ccc2[nH]c(C(=O)N(Cc3ccccn3)Cc3ccccn3)cc2c1	3	·	3	-1	7%	-0.7%	-2%	9	-27%	0%	-1%
COC(=O)c1oc2ccc(Br)cc2c1NC(C)=O	2	-2%	5	-6	-11%	-0.5%	3%	5	-3%	2%	0%
C=CCNC(=O)NC(=O)COn1nnc2ccc(S(=O)(=O)N(C)C)cc21	16	1%	3	21	-1%	-0.5%	-2%	-4	0%	0%	0%
Cc1cccc(NC(=O)CCc2ccccc2)c1	-8	1%	2	-6	4%	0.1%	0%	4	-20%	-25%	-5%
CCC(=O)Nc1ccc(NC(=O)c2cccc3ccccc23)cc1	5	6%	-6	0	0%	-0.1%	-2%	3	7%	0%	-2%
O=C(NCCNC(=O)c1ccc(Br)o1)c1ccc(Br)o1	2	3%	0	-14	5%	-1.6%	0%	6	6%	-5%	-1%
Cc1ccc(OCC(=O)NC2CC(C)(C)NC(C)(C)C2)c(C)c1	3	1%	-4	12	-5%	0.0%	-10%	-16	0%	-11%	1%
O=S(=O)(c1ccc2oc(=S)[nH]c2c1)N1CCOCC1	·	·	5	4	2%	-0.2%	·	-15	2%	0%	1%
Cc1ccc(/C=C/C2=NN(Cc3ccc(Cl)c(Cl)c3)C(=O)CC2)cc1	-12	0%	-23	-7	1%	0.0%	1%	0	-13%	22%	2%
COc1ccccc1NC(=O)C1=C(C)Nc2nc(-c3ccc(N(C)C)cc3)nn2C1c1ccncc1 (stereo not given)	4	2%	10	8	-3%	-1.1%	0%	-23	-7%	?	0%
COc1ccccc1C(=O)NCCOc1ccc(C)c(C)c1	3	-7%	-2	-7	-15%	-0.9%	0%	-10	-1%	-14%	-1%
Cc1ccc(C)c(S(=O)(=O)N2CCN(CC(=O)NC(=O)NCc3ccccc3)CC2)c1	2	0%	-2	-1	-9%	0.6%	2%	-8	-12%	-5%	-6%
O=C1C2CC=C(Cl)CC2C(=O)N1CCC[n+]1ccccc1 (stereo not given)	1	3%	-7	-8	1%	-0.3%	-5%	-13	-10%	-8%	-4%
CC(C)c1ccc(N=C(N)N=C(N)N)cc1	-2	0%	-3	-1	-2%	-0.2%	-11%	2	3%	?	-1%
CCn1cc(C(=O)NCCCN2CCC(C)CC2)c(=O)c2cc(S(=O)(=O)N3CCCC3)ccc21	0	0%	-10	8	0%	0.2%	-5%	7	-9%	?	0%
O=C(NCCc1ccc(Cl)cc1)c1cccs1	0	0%	3	-2	4%	-1.0%	0%	-11	2%	-16%	1%
Cc1[nH]c2ccc(C(=O)N3CCCCC3)cc2c1C	2	3%	10	-6	0%	0.4%	-7%	2	-2%	-3%	-2%
Cc1ccc(NC(=O)c2cnc(SCC(=O)NCC3CCCO3)n(C)c2=O)cc1 (stereo not given)	·	·	-18	0	-8%	0.1%	·	-4	3%	-22%	0%

Next part:
SMILES	FBPA coupling cs	GALK inh	Giardia killer	hERG WT inh	uPA surface inh	B2AR arrestin	PKM2 activator	KCNH2 3.1 inh	Eya2 inh	BCR signal inh	USP2a inh
COc1ccc(C(=O)c2ccc3oc(-c4ccc(OC)cc4)c(-c4ccc(O)cc4)c3c2)cc1	·	·	-30	·	-25%	0.1%	·	·	3%	4%	11%
CCC1CC(/C(C)=N/NC(N)=O)OC1=O (stereo not given)	1	0%	6	0	-2%	-0.1%	3%	20	-23%	0%	5%
COc1cc(C2NC(=O)NC(O)(C(F)(F)F)C2C(=O)c2cccs2)ccc1O (stereo not given)	4	0%	2	5	·	-0.1%	7%	5	12%	7%	2%
CC(=O)Nc1ccc(C2=CC(=O)C[C@H](c3ccc4c(c3)OCO4)C2)cc1	·	·	4	-6	-9%	0.3%	·	17	0%	-1%	0%
COc1ccc(OC)c(NC(=O)COc2ccc(S(=O)(=O)N3CCCC3)cc2)c1	0	0%	7	-2	-1%	0.3%	·	9	-11%	2%	-1%
CC(C)(C)C(=O)O/N=C(\N)c1c(Cl)cccc1Cl	1	1%	1	9	-12%	0.0%	-4%	-4	1%	?	1%
CCc1nc(Nc2cccc(F)c2)c2oc3ccccc3c2n1	-5	-4%	3	-5	-8%	0.4%	·	-9	5%	?	4%
COC(=O)c1ccc(C(=O)Nc2ccc(C(C)C)cc2N)cc1	-8	4%	17	-4	4%	0.3%	2%	14	-5%	?	2%
Cc1ccc(C(=O)NCCNS(=O)(=O)c2ccccc2)cc1	2	1%	2	-1	-1%	-0.3%	5%	5	20%	-1%	?
COc1ccc(CCN2CC(C(=O)N3CCC(OC)CC3)CCC2=O)cc1 (stereo not given)	0	-6%	-12	-8	13%	-0.2%	2%	4	5%	4%	1%
OCC[C@@H]1C[C@@H](O)[C@H](O)[C@@]2(CCc3ccccc3O2)O1	0	·	59[activator]	-169*	2%	0.2%	1%	5	1%	-26%	1%
COc1cc(OC)cc(N(C(=O)CNC(=O)c2ccco2)C(C(=O)NCC2CCCO2)c2ccccc2)c1 (stereo not given)	1	3%	21	-8	6%	0.1%	·	-9	14%	2%	1%
CCCNC(=O)N[C@@H](Cc1ccccc1)C(=O)OC	5	1%	8	3	·	-3.1%	-3%	-6	8%	-4%	2%
Cc1ccc(-c2csc(N3CCN(c4cc5c(cc4Cl)nc(C(C)N)n5CCCO)CC3)n2)cc1 (stereo not given)	0	·	3	-7	10%	-0.8%	-1%	-11	1%	-2%	1%
COc1ccc(Nc2oc(COc3ccccc3OC)nc2C#N)cc1	-3	0%	-9	-28	-4%	-0.4%	8%	-29	-8%	-1%	3%
Cc1ccc(S(=O)(=O)N2CCC(C(=O)OCC(=O)NC(C)c3ccc(F)cc3)CC2)cc1C (stereo not given)	·	·	7	0	7%	-0.1%	·	0	-2%	-17%	-6%
